TDP1 cell noCPT: qHTS for Inhibitors of human tyrosyl-DNA phosphodiesterase 1 (TDP1): qHTS in cells in absence of CPT. AID 686978, 2013. 420,000 tested, 15% active. Potency, µM (top dose mostly 46.2 µM), without a hit: at the highest dose activity change, negative = growth inhibition, most hits filed as inhibitors. DT40 Tdp1-/- hTDP1 cells, no CPT, ATP luminescence, 48 h; also: nearly all actives have a fitted effect of over 55% in size
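Cells were dispensed at 400 per well, compounds added by pin tool, plates incubated ≥48 hr at 37 °C, then CellTiter-Glo added for 30 min at room temperature before luminescence reading. Line: DT40 Tdp1-/- complemented with hTDP1; camptothecin omitted.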
TDP1 cell CPT: growth inhibition of DT40 Tdp1-/-;hTDP1 cells with camptothecin (screen for TDP1 inhibitors) | Potency, µM (series often up to 46.2 µM), for the others: at the highest dose activity change, negative = growth inhibition, actives largely listed as inhibitors | 420,000 tested, 12% active | chicken DT40 Tdp1-/-;hTDP1 cells + 20 nM CPT, ATP luminescence, 48 h; also: nearly all actives have a fitted effect of over 55% in size
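Cell growth measured by CellTiter-Glo luminescence after a minimum 48 h, 37 C compound exposure with 20 nM CPT in Tdp1-knockout DT40 cells stably expressing hTDP1, seeded 400/well; qHTS titration format.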
TDP1 block: TDP1 (human) enzyme inhibition; Q9NUW8; recombinant TDP1, AlphaScreen DNA substrate cleavage; Potency, µM (series often up to 130 µM), inactives show top-dose activity change, negative = inhibition, most hits filed as inhibitors; 350,000 tested, 0.28% active; also: nearly all actives have a fitted effect of over 40% in size
Target sequence (Q9NUW8 whole entry, looked up): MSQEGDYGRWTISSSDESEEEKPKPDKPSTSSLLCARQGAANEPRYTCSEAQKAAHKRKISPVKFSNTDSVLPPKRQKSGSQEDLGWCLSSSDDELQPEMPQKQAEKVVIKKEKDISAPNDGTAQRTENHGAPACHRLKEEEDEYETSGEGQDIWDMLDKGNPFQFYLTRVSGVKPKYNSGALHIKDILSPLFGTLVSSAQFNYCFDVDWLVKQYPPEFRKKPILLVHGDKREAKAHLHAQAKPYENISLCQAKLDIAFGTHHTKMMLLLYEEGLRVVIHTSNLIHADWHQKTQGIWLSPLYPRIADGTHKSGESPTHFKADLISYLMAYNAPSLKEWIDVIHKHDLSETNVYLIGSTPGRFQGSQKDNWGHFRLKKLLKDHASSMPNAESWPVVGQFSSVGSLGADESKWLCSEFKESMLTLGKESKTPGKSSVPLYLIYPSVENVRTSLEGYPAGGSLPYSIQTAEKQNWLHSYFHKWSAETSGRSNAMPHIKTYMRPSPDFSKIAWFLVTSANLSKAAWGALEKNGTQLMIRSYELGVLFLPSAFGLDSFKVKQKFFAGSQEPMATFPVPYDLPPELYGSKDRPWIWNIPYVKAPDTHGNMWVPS
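Compounds were preincubated with Tdp1 (1 nM final) for 15 min at room temperature before substrate (15 nM final) started a 5 min reaction; beads (10 ug/ml final) were then added for 10 min before AlphaScreen detection.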
Active calls of the source: *; ? = inconclusive; · = not tested or not shown; [ ] = dose if it differs, or a comment. Calls follow the shape of the dose curve; as a rule, active = well fitted curve in the direction sought with a large enough effect; inconclusive = small, poorly fitted or top-dose-only effect, or another doubt; inactive = no such curve, though single readings can be large; an effect the other way counts as inactive or inconclusive. % is scaled to controls: 0 for no effect and ±100 for the full control effect; potency is read from the fitted curve at half-maximal effect.

SMILES | TDP1 cell noCPT | TDP1 cell CPT | TDP1 block
CC(=O)NC1(C(Cl)(Cl)Cl)Oc2ccccc2O1 | -5% | -10% | -4%
COC(=O)c1ccccc1NC(=O)CCCn1c(C)c2cnn(-c3ccccc3)c(=O)c2c1C | -17% | -21% | -3%
CCN(CC)c1nc2nonc2nc1N(CC)CC | ? | -6% | 5%
CCOC(=O)C1CCN(C(=O)C2CCN(S(=O)(=O)N3CCCC3)CC2)CC1 | -12% | -1% | -8%
Cc1ccc(C)c(S(=O)(=O)N2CCCC2CNC(=O)C(=O)NCc2ccco2)c1 (stereo not given) | ? | ? | 8%
O=C(CNC(=O)c1cccc([N+](=O)[O-])c1)OCCCC(=O)c1ccc(F)cc1 | -20% | -20% | 1%
O=C(COC(=O)/C=C/c1ccco1)Nc1ccc(F)cc1Cl | 29% | 13% | ·
COc1cc(/C=C(\C(=O)O)c2ccc(S(=O)(=O)N3CCCC3)s2)cc(OC)c1 | 2% | -3% | ?
C=C(C)c1cccc(C(C)(C)NC(=O)N2CCN(c3ccc(OC)cc3)CC2)c1 | ? | ? | 0%
COc1ccc(C)cc1N(CC(=O)N/N=C/c1ccc2c(c1)OCO2)S(C)(=O)=O | 2% | 13% | 2%
COn1c(C)c(C(C)=O)c2c3nonc3ccc21 | -19% | -1% | 3%
Clc1ccccc1Cn1cccc1C1=NC(Cc2ccccc2)CO1 (stereo not given) | -16% | 4% | 5%
COCCCN1C(=O)CC(C(=O)OC)=C1C | 9% | 13% | 1%
O=[N+]([O-])c1ccccc1CCc1cnc(Cl)s1 | 9% | -19% | ·
COc1ccc2sc(N(CCCN(C)C)C(=O)c3ccc(S(=O)(=O)N4CCCc5ccccc54)cc3)nc2c1 | 16µM* | ? | 8%

Of the compounds above, 2 have a nitro group on carbon.
SMILES | TDP1 cell noCPT | TDP1 cell CPT | TDP1 block
O=C(CNC(=O)c1cccc([N+](=O)[O-])c1)OCCCC(=O)c1ccc(F)cc1 | -20% | -20% | 1%
O=[N+]([O-])c1ccccc1CCc1cnc(Cl)s1 | 9% | -19% | ·

Following part
SMILES | TDP1 cell noCPT | TDP1 cell CPT | TDP1 block
COc1ccc(N2CCN(C(CNC(=O)c3ccc(C)cc3)c3ccc4c(c3)OCO4)CC2)cc1 (stereo not given) | 5.8µM* | 8.2µM* | 7%
O=c1[nH]c(=S)[nH]c2nc(-c3cccs3)cc(C(F)(F)F)c12 | -7% | 0% | ·
Cc1cccc(OCCn2cnc(Cl)c2Cl)c1 | -16% | -28% | -1%
O=C1C2C3c4ccccc4C(c4ccccc43)C2C(=O)N1c1cccnc1 (stereo not given) | 0% | 0% | 3%
CC1CCN(C(=O)CCCC(=O)O)CC1 | -5% | 3% | 3%
CC(CNC(=O)C1CCN(C(=O)c2cc3sccc3n2C)CC1)c1ccccc1 (stereo not given) | ? | ? | -3%
COc1cc(CNC(=O)CCn2nc(C)c3c(C)n(-c4ccccc4)nc3c2=O)cc(OC)c1OC | 11% | 0% | 1%
Cn1nc(-c2ccccc2)c(C#N)c1Sc1cccc(Cl)c1 | -13% | ? | ·
O=[N+]([O-])c1ccc(-c2ccc(/C=N/Nc3nc(NCc4ccccc4)nc(N4CCOCC4)n3)o2)cc1 | 16µM* | 9.2µM* | 8%
CS(=O)(=O)c1ccc(C(=O)OCC(=O)NCc2cccs2)cc1[N+](=O)[O-] | 4.6µM* | 5.8µM* | 1%
Cc1ccc2c(N)c(C#N)sc2n1 | -14% | 2% | -2%
O=C(Nc1ccc(N2CCOCC2)cc1)C1CCCN(S(=O)(=O)c2ccccc2)C1 (stereo not given) | ? | ? | -8%
O=C(O)/C=C/C(=O)Nc1ccccc1C(=O)Nc1ccccc1 | -7% | -19% | 2%
Cc1cc(C(=O)CN2C(=O)NC(CC(C)C)C2=O)c(C)n1-c1ccccc1F (stereo not given) | -7% | 9% | 2%
CC(OC(=O)c1ccco1)C(=O)NC1CCCCC1 (stereo not given) | ? | -11% | 4%
COc1ccc(C(=O)N2CCOC2CNC(=O)C(=O)NCc2ccc(F)cc2)cc1 (stereo not given) | 2% | 4% | 4%
O=C(NC1CCCCCC1)C1CCN(S(=O)(=O)c2cnc[nH]2)CC1 | 3% | 13% | 6%
COc1nc(N=C(N)N)nc2c(C)cccc12 | ? | -10% | -2%
Cc1nonc1NC(=O)CSc1ccccn1 | -7% | -5% | 1%[0.0935 µM]
Cc1cc(=O)oc2ccc(OC(C)C(=O)O)cc12 (stereo not given) | -19% | 11% | -5%
CC(=O)N(C)c1ccc(NC(=O)c2cnn(C)c2)cc1 | 1% | -9% | 5%
Cc1oc(-c2ccc(Cl)cc2)nc1CS(=O)CC(=O)NCCCN1CC(C)CC(C)C1 (stereo not given) | ? | ? | 1%
CC(NC(=O)c1cc(-c2ccccn2)nc2ccc(Cl)cc12)C1CCCO1 (stereo not given) | -10% | -15% | 2%
CC(C)NC(=O)N(C)C[C@H]1Oc2ccc(NC(=O)CCN3CCOCC3)cc2C(=O)N([C@H](C)CO)C[C@@H]1C | -20% | -19% | -1%
Cc1c(C(=O)N(C)C)sc(NC(=O)c2cccc([N+](=O)[O-])c2)c1C#N | -27% | -18% | 7%
O=C(O)c1cc(-n2c(/C=C\c3ccc(F)cc3)nc3ccccc3c2=O)ccc1Cl | 21µM* | 15µM* | 0%
CCOc1ccc(NC2OC(CO)C(O)C(O)C2O)c([N+](=O)[O-])c1 (stereo not given) | -3% | 2% | 2%
CN(C)CCCNC(=O)CC1C[C@H](C(=O)N2CCOCC2)[C@@]2(CCC3CCCC3)c3[nH]c4ccccc4c3CCN2C1=O (stereo not given in full) | -16% | -17% | 1%
COc1ccc(-n2ccnc2SCC(=O)Nc2cc(C)on2)cc1 | -16% | 4% | 1%
CSCCC(NC(=O)c1cc(C(C)(C)C)oc1C)C(=O)O (stereo not given) | -7% | -10% | 5%

Sorted by length of the SMILES (lowest first): 3 of the compounds above.
SMILES | TDP1 cell noCPT | TDP1 cell CPT | TDP1 block
CC(=O)N(C)c1ccc(NC(=O)c2cnn(C)c2)cc1 | 1% | -9% | 5%
CSCCC(NC(=O)c1cc(C(C)(C)C)oc1C)C(=O)O (stereo not given) | -7% | -10% | 5%
CCOc1ccc(NC2OC(CO)C(O)C(O)C2O)c([N+](=O)[O-])c1 (stereo not given) | -3% | 2% | 2%

Other compounds:
SMILES | TDP1 cell noCPT | TDP1 cell CPT | TDP1 block
CCN1C(=O)[C@@H]2[C@@H](c3ccc(-c4ccccc4)cc3)N3CCC[C@@]3(C(=O)OC)[C@@H]2C1=O | ? | 21µM* | 2%
COc1ccc(OC)c(NC(=O)c2cc3n(n2)C(C(F)(F)F)CC(c2ccc4c(c2)OCO4)N3)c1 (stereo not given) | ? | ? | 12%
O=C(CN1CCN(c2ccc(F)cc2)CC1)c1cccs1 | ? | -15% | ·
O=C(Cc1ccc(Cl)cc1)N/N=C/c1cccc(O)c1 | ? | -29% | ·
O=C(O)c1ccc(NC(=S)NC(=O)C(c2ccccc2)c2ccccc2)cc1 | -4% | ? | 7%
Nc1[nH]c(=O)[nH]c(=O)c1N=Nc1cccc(Cl)c1 | -7% | ? | 0%
Cc1c(O[C@@H]2O[C@H](CO)[C@@H](O)[C@H](O)[C@H]2O)ccc2c1oc(=O)c1ccccc12 | ? | ? | ·
CN(Cc1ccccc1)Cc1nc2c(c(=O)n(C)c(=O)n2C)n1Cc1ccc(Cl)cc1 | ? | ? | 3%
CCOC(=O)c1c(C)nc2sc3c(=O)n(-c4ccc(C(C)=O)cc4)nnc3c2c1-c1ccc(OC)cc1 | ? | ? | 1%
O=C(O)c1ccc(CS(=O)(=O)Cc2ccccc2F)o1 | -3% | 10% | 3%
CN(C)S(=O)(=O)c1cccc(NC(=O)CO/N=C(\N)c2ccccc2)c1 | ? | -22% | ·
CCN(CC)S(=O)(=O)c1ccc2oc(SCC(=O)Nc3cc(C)on3)nc2c1 | 0.73µM* | 0.65µM* | 3%
Cc1cccc(NC(=O)CSCC(=O)NCc2ccco2)c1 | 15% | -7% | 5%
COc1ccc(Cl)cc1Cn1c(C)c(C(=O)NCc2ccc3c(c2)OCCO3)sc1=O | 18µM* | ? | ·
CCOC1=C2CN(S(=O)(=O)c3ccc(C)cc3)[C@H](c3cccc4ccccc34)C[C@H]2C(C#N)(C#N)C(C#N)(C#N)C1 | 5.8µM* | 4.1µM* | ·
COc1cccc(OC)c1C(=O)Nc1nc(-c2ccccc2)cs1 | -16% | -23% | ·
CCCSCCCNC(=O)Cn1c(=O)c2cccn2c2ccccc21 | -25% | -13% | ·
COc1cccc(C(=O)COc2ccc3ccc(=O)oc3c2)c1 | ? | -26% | 5%
CC1CC(C)CN(CC(=O)c2c[nH]c3ccccc23)C1 (stereo not given) | 23µM* | ? | ·
CC(=O)Oc1cccc2c1C(=O)C1CC=CC(OC(C)=O)C1C2=O (stereo not given) | 23µM* | ? | ·
COc1ccc(C(CC(=O)O)N2Cc3ccccc3C2=O)cc1 (stereo not given) | 21% | -7% | ·
Cc1nn(Cc2ccc(F)cc2)c(C)c1NC(=O)c1cc(-c2ccco2)on1 | -6% | -6% | 10%
C=CCNc1nc(Nc2ccc(-c3nc4ccccc4o3)cc2)nc(N2CCOCC2)n1 | 26µM* | 29µM* | 8%
CCCNC(=O)c1onc(CSc2ccc(F)cc2)c1C(=O)NC(C)C | -19% | -1% | -3%
CCOc1ccccc1NC(=O)C(C)CC (stereo not given) | 0% | -8% | 2%
COC(=O)c1ccc(/C=C(\C#N)c2ccccn2)cc1 | ? | ? | 1%
CCOc1ccc(OCC)c(NC(=O)c2ccc(CNc3c(N4CCOCC4)c(=O)c3=O)cc2)c1 | -21% | 26% | 2%
CCOc1ccc(/C=C/c2nc(C#N)c(NCCc3ccccc3)o2)cc1 | 1.2µM* | 1.3µM* | 2%
Cc1nnc(SCC(=O)NNC(=O)CC#N)[nH]c1=O | -9% | -11% | 2%
O=C(CC(=O)NCc1ccc(Cl)cc1)NCc1ccc(Cl)cc1 | -2% | 2% | 7%

Entries of single compounds from above:
Cc1nn(Cc2ccc(F)cc2)c(C)c1NC(=O)c1cc(-c2ccco2)on1 in the list: TDP1 cell noCPT = -6%; TDP1 cell CPT = -6%; TDP1 block = 10%
CC1CC(C)CN(CC(=O)c2c[nH]c3ccccc23)C1 (stereo not given) in the list: TDP1 cell noCPT = 23µM*; TDP1 cell CPT = ?; TDP1 block = ·

Later entries.
SMILES | TDP1 cell noCPT | TDP1 cell CPT | TDP1 block
CS(=O)(=O)N1Cc2ccccc2CC1C(=O)OCC(=O)NCCc1ccc(S(N)(=O)=O)cc1 (stereo not given) | 7% | -5% | 1%
Cc1c(NS(=O)(=O)c2cccc(C(=O)NCc3ccco3)c2)c(=O)n(-c2ccccc2)n1C | ? | ? | ·
COc1ccc(C2C(C(=O)N3CCN(C)CC3)c3cc(OC)c(OC)cc3C(=O)N2C)cc1 (stereo not given) | 10% | 7% | 3%
Cc1cc(C)nc(NC(=S)NC(=O)c2ccccc2F)n1 | -23% | 18% | ·
COc1ccc(/C=N/NC(=O)c2ccc(CN3C(=O)c4cccc5cccc3c45)cc2)cc1O | ? | ? | 0%
COc1ccccc1OCCOc1ccc(/C=C2/C(=N)N3OC(C)=CC3=NC2=O)cc1OC | ? | ? | 4%
Clc1ccc(OCc2nnc(SCCN3CCCCC3)n2Cc2ccco2)cc1 | ? | ? | 12%
Cc1[nH]n(S(=O)(=O)c2ccccc2)c(=O)c1N=Nc1cccc(Cl)c1 | 5% | 3% | ·
CCOc1ccccc1N(CC(=O)Nc1ccc(OC)cc1OC)S(=O)(=O)c1ccccc1 | 26µM* | ? | ·
O=C(CN1CCCC1)Nc1sc2c(c1C(=O)Nc1ccccc1)CCCC2 | -23% | ? | 3%
O=S(=O)(NCCc1ccccc1)c1ccc(Cl)nc1 | -9% | 32%[activator] | 3%
Cc1cccc(OCC(=O)Nc2ccc3nc(Nc4cccc(Cl)c4)cc(C)c3c2)c1 | ? | ? | 2%
COc1cccc(N2C(=O)CC(N3CCN(CCN=CC4=C(O)CC(C)(C)CC4=O)CC3)C2=O)c1 (stereo not given) | 16% | 4% | 1%
Cc1ccc(C)c(NC(=O)c2cc(-c3cc(C)c(C)cc3O)n[nH]2)c1 | -22% | ? | ·
O=C(NCC1CCCO1)C1CCN(C2CCN(Cc3cccs3)CC2)CC1 (stereo not given) | 16% | -12% | 1%

Fetched by compound from above, two records:
SMILES | TDP1 cell noCPT | TDP1 cell CPT | TDP1 block
CS(=O)(=O)N1Cc2ccccc2CC1C(=O)OCC(=O)NCCc1ccc(S(N)(=O)=O)cc1 (stereo not given) | 7% | -5% | 1%
O=S(=O)(NCCc1ccccc1)c1ccc(Cl)nc1 | -9% | 32%[activator] | 3%

Screens as filed in PubChem.
